Assay outcomes (PubChem)
CXCR6 block: CXCR6 (human) receptor inhibition; O00574; CHO-K1 PathHunter CXCR6 beta-arrestin, luminescence; inhibition, % at 20 µM; actives 0.36% (n = 360,000); in the data active means inhibition above about 34%, passing the limit was not always enough;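 further: antagonist mode with CXCL16 agonist at 10 nM final; 0% = 10 nM CXCL16 with DMSO and 100% = unstimulated wells without agonist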
Target sequence (O00574 whole entry, looked up): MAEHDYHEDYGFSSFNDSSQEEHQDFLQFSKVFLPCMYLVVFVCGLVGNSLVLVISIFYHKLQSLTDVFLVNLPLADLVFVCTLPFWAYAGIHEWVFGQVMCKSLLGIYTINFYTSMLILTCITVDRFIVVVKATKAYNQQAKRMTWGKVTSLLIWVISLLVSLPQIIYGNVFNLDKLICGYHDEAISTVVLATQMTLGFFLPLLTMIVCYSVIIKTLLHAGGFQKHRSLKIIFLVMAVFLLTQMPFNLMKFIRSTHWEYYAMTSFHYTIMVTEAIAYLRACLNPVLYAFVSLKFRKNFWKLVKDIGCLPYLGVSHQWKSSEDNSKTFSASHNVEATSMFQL
tim10-1 inh: inhibits growth of tim10-1 mutant yeast. S. cerevisiae tim10-1 ts strain growth, BacTiter-Glo, 24 h. inhibition, % at 20 µM. actives 2.2% (n = 330,000). AID 463190;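 active means inhibition of at least 40%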;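 further: mutant grown at 25 °C; 0% = DMSO wells with yeast and 100% = wells holding no yeast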
TIM10 inh: TIM10 yeast growth inhibition. S. cerevisiae TIM10 strain growth, BacTiter-Glo luminescence, 24 h. inhibition, % at 10 µM. actives 1.4% (n = 330,000). AID 463195;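 active means inhibition of 40% or more at the single tested concentration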;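 further: wild-type TIM10 isogenic control strain grown at permissive 25 °C; 0% = DMSO yeast wells and 100% = minimal medium wells without yeast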
CHOP UPR activ: apoptotic UPR (CHOP) activation; CHO-CHOP luciferase reporter, luminescence; percent of tunicamycin response over DMSO baseline; actives 0.34% (n = 330,000); activation, % at 10 µM;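 active means at 10 µM dose, activation of 40% or more, normalized to positive control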;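 further: 100% = tunicamycin at 10 µg/mL and 0% = DMSO alone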
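Assay system: CHO-CHOP cells, stable luciferase reporter of PERK-eIF2a-CHOP signalling / Buffer or medium: F12 plus 10% serum / Compound dosing: one dose, 10 µM in 0.5% DMSO / Times: 6 h compound treatment, 37 °C / Technique: luciferase luminescence / Read-out: % reporter activation, DMSO baseline versus tunicamycin full activation / Benchmarks: tunicamycin and DMSO controls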
APJ agonist: activates the human apelin receptor APJ. actives 0.11% (n = 330,000). CHO-K1 APJ PathHunter beta-arrestin, luminescence; 0% DMSO wells, 100% apelin. activation, % at 20 µM;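 active means activation more than six SD over the plate average, tested at 20 µM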;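 further: 0% = DMSO alone and 100% = apelin-13 at 10 nM; some results filed as inactive read as strong as hits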
Target sequence (P35414 whole entry, looked up): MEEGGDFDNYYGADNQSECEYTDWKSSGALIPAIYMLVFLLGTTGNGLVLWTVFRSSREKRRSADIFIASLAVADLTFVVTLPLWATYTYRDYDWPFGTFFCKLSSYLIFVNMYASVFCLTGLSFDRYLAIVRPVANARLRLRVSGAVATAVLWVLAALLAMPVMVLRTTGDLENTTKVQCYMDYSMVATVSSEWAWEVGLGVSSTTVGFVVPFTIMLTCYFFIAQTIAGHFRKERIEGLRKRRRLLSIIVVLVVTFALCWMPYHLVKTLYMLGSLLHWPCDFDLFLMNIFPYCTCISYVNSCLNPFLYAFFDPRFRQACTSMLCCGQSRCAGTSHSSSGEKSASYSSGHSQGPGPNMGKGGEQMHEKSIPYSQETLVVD
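Material: CHO-K1 APJ beta-arrestin complementation cell line; Input: cell density 1000 per well; Incubation: compound stimulation 90 min at 25 °C, detection 60 min; Signal: luminescence from split beta-galactosidase complementation, Galacton Star/Emerald II substrate; Controls: DMSO-only wells as negative, 10 nM Apelin-13 as positive control.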
UPR XBP1 act: activators of adaptive arm of unfolded protein response (XBP1). CHO-XBP1 luciferase reporter, IRE1-XBP1 UPR activation, luminescence; percent of tunicamycin response, DMSO as zero. activation, % at 20 µM. actives 0.33% (n = 330,000). AID 463104;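 active means versus positive control, 20 µM dose yields 30% or more activation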;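 further: 100% = tunicamycin at 10 µg/mL and 0% = DMSO only wells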
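Material: CHO-XBP1 cells stably carrying IRE1-XBP1-driven luciferase reporter | Medium: F12 with 10% serum | Compound dosing: 20 µM single concentration, DMSO 1% | Incubation: Overnight seeding at 37 °C, 6 h compound treatment at 37 °C | Detection: Steady-Glo luminescence read | Read-out basis: % activation of reporter signal versus tunicamycin and DMSO controls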
APJ antagonist: blocks the human apelin receptor APJ. P35414. inhibition, % at 20 µM. actives 0.32% (n = 330,000). CHO-K1 APJ beta-arrestin complementation, luminescence;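 active means inhibition above about 40% at 20 µM, limit read from the data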;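 further: cells challenged with 10 nM apelin-13 agonist together with compound; plate controls were apelin-13 plus DMSO wells for no effect and DMSO wells lacking apelin-13 for full effect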
tim23-1 inh: growth inhibitors of tim23-1 mutant yeast | S. cerevisiae tim23-1 growth, BacTiter-Glo luminescence, 24 h | inhibition, % at 20 µM | actives 1.3% (n = 330,000) | AID 463212;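 active means growth inhibition of the mutant yeast at or above 50%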;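 further: temperature-sensitive mutant grown at 25 °C; plate controls were DMSO-treated mutant yeast for no effect and medium wells lacking yeast for full effect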
Mdm2 MdmX PPI: human Mdm2/MdmX binding inhibition; O15151+Q00987; SaOS-2 split-luciferase Mdm2/MdmX complementation, luminescence; inhibition, % at 8 µM; actives 3% (n = 330,000);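 active means inhibition of at least 50% at 8 µM in the primary screen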
Starred values were filed as active, the others as inactive. Only part of the results is shown. The share of hits here may be higher or lower than overall.

Molecule	UPR XBP1 act	tim23-1 inh	APJ agonist	Mdm2 MdmX PPI	APJ antagonist	CHOP UPR activ	tim10-1 inh	TIM10 inh	CXCR6 block
CC(=O)c1c(N2CCCCC2)nc(=S)n(-c2ccccc2)c1C	5	15	2	-23	-16	-0.3	0	-5	-7
CCN(CC)S(=O)(=O)c1ccc(C(=O)OCC(=O)NCc2ccco2)cc1	-1	-1	-2	7	5	-1.0	-3	-12	-9
COc1ccc(CCN(C)CCC(=O)Nc2cccc(C)c2)cc1OC	-3	-1	0	-17	13	0.6	-13	2	2
CC/C(=N\NC(=O)OC)c1ccc(OC(F)F)cc1	2	3	-2	23	11	-0.2	6	16	-5
COC(=O)C1CCN(C(=O)Nc2ccc(OC)cc2)CC1	-1	-2	2	-11	-8	-1.5	11	-1	-12
CCCCc1nc2sc3c(SCC(=O)NCc4ccco4)ncnc3c2c2c1CCC2	11	-9	-6	49	2	0.2	-4	1	5
O=[N+]([O-])c1ccc(Nc2nccc(Cl)n2)cc1	5	34	6	-41	-9	3.8	27	23	-9
O=C(NCCCN1CCCC1=O)C1CCN(S(=O)(=O)c2ccc(Cl)cc2)CC1	-2	8	-5	-15	6	1.3	2	3	-2
CSCCC(NC(=O)c1ccco1)C(=O)NC1CCC(C)CC1 (stereo not drawn)	1	22	0	-49	-1	5.2	21	13	-2
COC(=O)C1C(O)=C(C=Nc2ccc(N)cc2)C(=O)CC1(C)C (stereo not drawn)	7	26	8	19	3	2.2	4	4	2
Cc1ccc(-c2csc3nc(-c4ccncc4)[nH]c(=O)c23)cc1	2	-33	5	18	-25	1.2	-2	-21	-1
COCCNC(=O)CSc1ncnc2sc(-c3ccccc3)cc12	1	-5	-2	0	10	0.8	14	8	-2
COC(=O)[C@H](C)NC(=O)NC1CCN(Cc2ccccc2)CC1	-1	-1	-4	34	2	2.2	1	-6	-10
COc1ccc(CC(=S)N2CCOCC2)cc1	-1	22	-2	25	0	-1.1	14	-2	-5
CN(C)P(=O)(Nc1cccc2ccccc12)Nc1cccc2ccccc12	-2	17	3	36	-9	1.1	13	3	-32
Cc1cccc(CN2CCN(c3nc4nonc4nc3NC3CC3)CC2=O)c1	-5	6	-1	-19	3	-1.5	5	-19	-5
Cc1nc2nc(SCC(N)=O)[nH]c2cc1Br	-5	-9	1	12	-4	-1.4	5	-2	1
C=CCOCCN(C)C1=NS(=O)(=O)c2cc([N+](=O)[O-])ccc21	-2	0	-1	21	-64	-0.2	12	14	-9
CCOc1ccc(NC(=O)NNC(=O)c2cccnc2)cc1	-4	3	2	12	4	-0.6	4	5	-9
CCOc1ccc(C(=O)OCC(=O)NCCCc2ccccc2)cc1	2	29	-3	-10	-14	0.3	29	8	3
O=C1CSC(c2cn(-c3ccccc3)nc2-c2cccs2)N1CC1CCCO1 (stereo not drawn)	-5	25	-1	0	-6	-2.2	-7	-7	-5
COc1cc(C(=O)N(Cc2ccco2)Cc2cc3ccccc3[nH]c2=O)cc(OC)c1OC	-2	8	0	25	-8	-2.1	6	2	-8
Cc1cccc(OCC(O)CN2C(C)(C)CC(O)CC2(C)C)c1C (stereo not drawn)	-1	2	-1	-16	-1	-0.5	15	9	-5
S=c1[nH]nc(COc2ccc3ccccc3c2)o1	-7	17	-2	-18	12	-0.1	-4	-3	0
COc1ccc(S(=O)(=O)NC2CCc3ccccc32)cc1OC (stereo not drawn)	-4	14	-1	-1	-1	-0.4	8	21	-9
Cc1c(N)c(C(C)(C)C)cc(C(C)(C)C)c1[N+](=O)[O-]	0	4	0	7	5	2.2	-1	-15	-2
COCCNC(=O)CS(=O)(=O)Cc1nc(-c2ccc(C)cc2)oc1C	-3	16	-1	10	-1	-0.1	11	3	1
COc1ccc(OCCOC(=O)CNC(=O)c2ccc(C)cc2)cc1	0	8	-4	2	-11	0.3	16	-3	11
CCOc1ccc(CCNC(=O)Cc2ccc(NC(=O)C3=C(C)OCCS3)cc2)cc1	-7	22	-5	3	-5	-3.9	29	-2	-5
COc1ccc2oc(C)c(C(=O)c3ccccc3)c2c1	1	4	0	1	-4	3.7	-9	-21	7
CCN(C(=O)c1cc(Cl)ccc1OC)c1ccccc1C	-9	22	-2	0	1	-1.0	18	12	7
O=C(CC(=O)N/N=C/c1ccc(Cl)cc1Cl)NCc1ccccc1	-3	-24	-3	20	-2	-0.2	-28	-24	-3
CCCCc1ccc(NC(=S)NCc2ccccc2OC)cc1	-2	30	2	27	-3	-0.6	27	26	-8
COc1cccc(NC(=O)COC(=O)c2ccco2)c1	7	6	-1	-13	-2	0.2	8	-3	-5
Cc1cc(=O)n2nc(N3CCCC(C(=O)N4CCOCC4)C3)sc2n1 (stereo not drawn)	1	6	-2	-2	1	0.0	-3	6	-3
COc1ccc(-c2cc(=O)[nH]c(NCc3ccccc3)n2)cc1	-2	22	-1	19	-23	-1.1	22	9	0
CN(C)S(=O)(=O)c1ccc2nnn(OCC(=O)NC34CC5CC(CC(C5)C3)C4)c2c1	-2	13	-3	17	-10	-1.8	16	18	-4
CCC(C)(C)n1nnnc1CN1CCN(C(c2ccccc2)c2ccccc2)CC1	-2	18	-7	-11	14	-1.1	20	27	4
CCN(C[C@H]1N[C@@](Cc2ccccc2)(C(=O)OC)[C@H]2C(=O)N(C)C(=O)[C@@H]12)C(=O)Nc1ccc(C)cc1	-1	14	-5	15	9	0.1	19	13	-4
O=C1CC2CS(=O)(=O)CC2N1c1ccc(Cl)cc1Cl (stereo not drawn)	2	10	5	5	21	0.3	1	9	2
CCO[C@@H]1OC(C(=O)N2CCN(Cc3ccc4c(c3)OCO4)CC2)=C[C@H](C)[C@H]1CCCO	-3	12	4	19	-50	1.7	1	-4	-3
Cc1[nH]c2ccccc2c1C(=O)CN1CCCC1	-1	-1	0	-8	8	-1.9	-1	18	-1
Cc1ccccc1-n1nc2c(c1NC(=O)c1ccc(S(=O)(=O)N(C)C)cc1)CSC2	0	-19	2	6	-14	1.6	-19	-11	7
CC(C)COc1ccc(C(=O)N/C(=C/c2cccc([N+](=O)[O-])c2)C(=O)O)cc1	-2	10	-6	-12	-16	0.4	-9	-11	4
COc1ccc(CCNC(=O)COC(=O)c2cnccn2)cc1	-1	-10	-2	-33	1	-0.1	3	-11	3
COc1cc(C(=O)COC(=O)C2CCN(c3ccc(C(F)(F)F)cn3)CC2)ccc1OC(F)F	-2	13	-3	14	1	1.3	12	6	10
CCC(=O)NC(Nc1cc(C)cc(C)n1)(C(F)(F)F)C(F)(F)F	3	4	-4	17	-9	-0.7	12	-6	-9
O=C(/C=C\c1ccccc1)Nc1ccc(NC(=O)c2ccco2)cc1	-2	-15	0	11	-4	0.0	-23	-5	10
Cc1ccc(NC(=O)CCC(=O)NNC(=O)NC23CC4CC(CC(C4)C2)C3)cc1C	-5	-2	-3	1	2	0.6	-8	8	-2
CS(=O)(=O)N1CCN(Cc2ccc([N+](=O)[O-])cc2)CC1	2	5	-3	6	3	0.1	20	5	6

An excerpt of the results above, for reference:
Molecule	UPR XBP1 act	tim23-1 inh	APJ agonist	Mdm2 MdmX PPI	APJ antagonist	CHOP UPR activ	tim10-1 inh	TIM10 inh	CXCR6 block
CC(=O)c1c(N2CCCCC2)nc(=S)n(-c2ccccc2)c1C	5	15	2	-23	-16	-0.3	0	-5	-7
CCN(CC)S(=O)(=O)c1ccc(C(=O)OCC(=O)NCc2ccco2)cc1	-1	-1	-2	7	5	-1.0	-3	-12	-9

Next part:
Molecule	UPR XBP1 act	tim23-1 inh	APJ agonist	Mdm2 MdmX PPI	APJ antagonist	CHOP UPR activ	tim10-1 inh	TIM10 inh	CXCR6 block
O=C(CS(=O)(=O)c1ccccc1Cl)N1CCOCC1	-3	9	15	-12	8	-1.0	6	7	-15
O=C(NCCc1ccc(Cl)cc1)C1CCN(S(=O)(=O)c2cccs2)CC1	-3	15	-1	0	2	0.5	50*	36	-12
O=C(CSc1ccc(Br)cc1)NCC(c1cccs1)N1CCOCC1 (stereo not drawn)	1	18	3	-14	6	-0.9	23	14	6
Cc1ccc2onc(CC(=O)O)c2c1	-1	8	0	-2	-10	-0.9	7	4	2
CC(=O)N1CN(CCCn2ccnc2)Cc2c1sc1c2CCCC1	-5	-21	2	14	3	-1.9	-6	-10	0
CCOC(=O)COc1cc(-n2c(=S)[nH]c3cc(OC)c(OC)cc3c2=O)c(Cl)cc1Cl	0	4	-2	15	18	-0.5	12	22	10
Cc1ccc(S(=O)(=O)N2CCN(c3ccc(S(=O)(=O)N4CCOCC4)cn3)CC2)cc1	4	15	-5	66*	-7	3.2	10	-11	-18
CCOc1ccc(-c2c(C(=O)N/N=C(\C)c3ccco3)nnn2-c2nonc2N)cc1	-2	10	0	8	-8	-0.1	0	1	4
Cc1ccc(-n2nc(C)c(C3(O)C(=O)N(C(C)C)c4ccccc43)c2N)cc1 (stereo not drawn)	-4	2	-4	12	4	0.9	-1	14	-4
COC(=O)N(C)c1ccccc1C(=O)N1CCOCC1	0	10	-2	17	-8	-1.5	8	-5	-4
